SUMO Mot1 rescue – yeast Mot1-301 growth rescue at high temperature, primary screen, SUMOylation pathway inhibitor project, S. cerevisiae, ATP luminescence, 38.5C; S. cerevisiae Mot1-301 growth rescue; percent above DMSO median, 100 means doubled; growth rescue, % at 18.8 µM; hit rate 1% among 320,000;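 active = every valid replicate shows activation above 250% relative to neutral control wells; inactive = the rest, any valid replicate at or below 250%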;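 note: OY570 slx delta 5 strain wells were the positive control but not used for scaling; some compounds called inactive have numbers as strong as hits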
MOR-DOR ag – agonists of OPRM1-OPRD1 heterodimerization, primary screen, cell-based, luminescence; cells; activation, % at 9.3 µM; Mu-type opioid receptor (Homo sapiens) + Delta-type opioid receptor (Homo sapiens), …; hit rate 0.3% among 340,000; AID 504326, 2011; in the data active = activation above about 18%;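 note: 0% = vehicle-treated cells and 100% = reference agonist; values of inactives mirror those of a sister screen read the other way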
Target sequence (P35372 whole entry, looked up): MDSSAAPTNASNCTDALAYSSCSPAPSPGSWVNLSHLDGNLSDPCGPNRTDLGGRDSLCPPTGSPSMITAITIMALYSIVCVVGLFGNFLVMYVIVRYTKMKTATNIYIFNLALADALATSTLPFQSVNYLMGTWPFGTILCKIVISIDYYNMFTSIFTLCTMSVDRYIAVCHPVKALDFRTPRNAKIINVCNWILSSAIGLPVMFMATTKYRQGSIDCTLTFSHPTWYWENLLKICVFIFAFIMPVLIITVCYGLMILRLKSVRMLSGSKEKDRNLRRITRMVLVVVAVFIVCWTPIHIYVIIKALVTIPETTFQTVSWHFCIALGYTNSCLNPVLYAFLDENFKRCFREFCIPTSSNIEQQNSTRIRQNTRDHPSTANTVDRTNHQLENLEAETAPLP
Target sequence (P41143 whole entry, looked up): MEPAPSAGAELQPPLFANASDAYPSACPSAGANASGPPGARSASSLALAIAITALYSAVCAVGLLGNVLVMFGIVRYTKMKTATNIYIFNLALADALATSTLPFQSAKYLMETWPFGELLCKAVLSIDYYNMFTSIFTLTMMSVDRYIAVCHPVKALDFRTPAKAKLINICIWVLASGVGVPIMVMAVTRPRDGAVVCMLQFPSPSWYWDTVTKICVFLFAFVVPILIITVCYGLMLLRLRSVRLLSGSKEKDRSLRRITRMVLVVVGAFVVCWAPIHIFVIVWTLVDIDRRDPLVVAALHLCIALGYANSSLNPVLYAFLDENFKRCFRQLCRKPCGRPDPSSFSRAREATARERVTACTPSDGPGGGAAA
Arr AP2 block – inhibitors of beta-arrestin/AP2 binding, primary screen, biochemical, GPCR trafficking, flow cytometry; hit rate 0.31% among 340,000; inhibition, % at 10 µM; beta-arrestin 1 C-terminal peptide binding to AP2 beta2-adaptin appendage (human); FITC-arrestin peptide / GST-AP2 beads; AP2 beta2 appendage carries R879A mutation;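 active = inhibition above a set limit, near 3 SD of compounds lacking own fluorescence, cut at about 54% in these data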;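 note: plate controls were DMSO wells for no effect and 5 µM unlabelled arrestin peptide for full effect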
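Measured by: flow cytometry, FL1 (488/535 nm); Material: AP2 appendage R879A on GSH beads; Evaluation: percent response; Timing: pre-incubation 12 min, peptide binding 1 h, room temperature; Also added: 50 nM FITC-arrestin peptide; Medium: PBS with 0.05% Tween 20 and 0.1% BSA.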
Tat transport – E. coli Tat export inhibitors, primary screen, MC4100, TorA-mCherry reporter, fluorescence, single point. inhibition, % at 10 µM. hit rate 0.036% among 340,000. AID 488895, 2010;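 active = mean replicate inhibition at least 50% and at least half of replicates individually reaching 50%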;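 note: exported cargo escapes ClpAP degradation while cytoplasmic cargo is degraded and loses fluorescence; 0% = median of neutral control wells and 100% = median of NaSCN control wells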
phage Ecoli inh – growth loss of phage-infected E. coli, primary screen, RecBCD inhibitor project, absorbance, with phage, HTS; AID 651602, 2012; inhibition, % at 11.9 µM; hit rate 0.26% among 360,000; in the data active = inhibition above about 11%
PKA-R1A activ – activators of PKA-R1A holoenzyme, primary screen, biochemical, fluorescence polarization, Cy5-IP20, bovine R1A, mouse PKAc | PKA-R1A dissociation; scaled: DMSO 0%, 113 µM cGMP 100% | hit rate 0.083% among 340,000 | AID 504707, 2011 | activation, % at 11.4 µM | cAMP-dependent protein kinase type I-alpha regulatory subunit (Bos taurus) + …;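 active = percent activation above the mean of all tested compounds plus 3 SD, cut at about 19% in these data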;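 note: higher means more PKAc released from R1A so a rise in polarization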
DSG3 Ab inh – inhibitors of pemphigus antibody binding to DSG3, primary screen, biochemical, bead-based, flow cytometry, scFv-GFP | Desmoglein-3 (Homo sapiens), P32926 | binding (percent of control), % at 10 µM | DSG3-coupled beads, scFv-anti-DSG3-GFP binding; active compounds read low | hit rate 0.48% among 310,000 | AID 588358, 2011;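 active = binding more than 3 SD below its plate's average and above zero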;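 note: hits lower antibody fragment binding to DSG3; some compounds called inactive have numbers as strong as hits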
Ecoli viability – E. coli V3065 growth inhibition, primary screen, counter-screen for AddAB inhibitor project, absorbance, OD600; 18 h; inhibition, % at 11.9 µM; hit rate 0.27% among 330,000;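 active = inhibition above the campaign's mean inhibition across all tested compounds plus 3 SD, cut at about 9.9% in these data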;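 note: uninfected addAB+ strain grown without phage in ampicillin broth; 0% = DMSO wells and 100% = ciprofloxacin 0.95 µg/ml wells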
PfHsp90 yeast 2 – growth inhibition of PfHsp90-expressing yeast, primary screen, antimalarial PfHsp90 inhibitor project, S. cerevisiae, BacTiter-Glo luminescence, single point, set 2; BacTiter-Glo ATP, 48 h; yeast lacking PDR1 and PDR3 efflux regulators; inhibition, % at 9.4 µM; hit rate 0.32% among 310,000;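 active = every replicate shows inhibition above about 80%, whatever the replicate mean, limit read from the data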;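 note: 0% = DMSO neutral controls and 100% = 20 µM radicicol positive controls; yeast relying on Plasmodium falciparum Hsp90 in place of its own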
MOR-DOR inv ag – inverse agonists of MOR-DOR heterodimerization, primary screen, cell-based, luminescence; hit rate 0.21% among 340,000; cell-based MOR-DOR heterodimer luminescence, inverse agonism; AID 504357, 2011; inhibition, % at 9.3 µM; Mu-type opioid receptor (Homo sapiens) + Delta-type opioid receptor (Homo sapiens), …; in the data active = inhibition above about 22%, passing the limit was not always enough;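 note: 0% = cells with DMSO and 100% = wells without cells with DMSO; values of inactives mirror those of a sister screen read the other way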
AddAB inh – growth inhibition of E. coli expressing H. pylori AddAB, primary screen, AddAB inhibitor project, absorbance; inhibition, % at 11.9 µM; hit rate 0.29% among 330,000; in the data active = inhibition above about 12%;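 note: 0% = vehicle wells of infected cells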
* hit, by the source's call; x = not tested or not shown.

SMILES	SUMO Mot1 rescue	MOR-DOR ag	Arr AP2 block	Tat transport	phage Ecoli inh	PKA-R1A activ	DSG3 Ab inh	Ecoli viability	PfHsp90 yeast 2	MOR-DOR inv ag	AddAB inh
Cc1cc(C)c(OC2(c3ccccc3)OC(=O)c3ccccc32)c(C)c1 (centres undefined)	1	4.5	4	1	0.6	5	95	-0.7	12	-24	1.9
O=C(Cn1cnc2ccccc2c1=O)NCc1cccs1	-5	-0.2	9	2	1.5	-11	x	2.6	-10	1	1.1
Cc1ccc(C(C(=O)NC2CCCCC2)N(Cc2ccco2)C(=O)Cn2cnc3ccccc32)cc1 (centres undefined)	141	x	7	5	-0.5	-4	76	-0.9	-10	x	-0.9
CCN(CC(=O)Nc1c(F)cccc1F)C(=O)c1ccc(-c2ccccc2)cc1	9	-0.7	-2	5	1.7	3	99	-0.2	x	5	-0.5
O=[N+]([O-])c1cccc(-c2nnc(-c3ccc4c(c3)OCO4)o2)c1	18	1.0	4	-2	4.5	-6	101	-1.0	-1	-5	0.0
O=C(CSc1nnnn1-c1ccccc1)Nc1ncc(Cc2cc(Cl)ccc2Cl)s1	69	-2.6	-11	-7	4.3	-11	92	0.4	-56	14	1.4
COc1cccc(C(=O)Nc2cccc(OCC(=O)O)c2)c1	-21	-1.0	13	-1	x	-11	102	-0.7	1	6	1.6
CCC(=O)N1N=C2CC(C)(C)OCC2C1c1ccccc1 (centres undefined)	-4	-0.5	-4	-14	3.0	-4	93	-2.2	-2	3	-1.1
O=C(NC1CCCCCC1)C1Cc2ccccc2CN1C(=O)c1ccco1 (centres undefined)	-9	-1.4	-3	-8	2.9	-1	101	1.4	2	8	2.3
Cn1cc(C[C@H](NC(=O)OC(C)(C)C)C(=O)N[C@@H](CO)Cc2ccccc2)c2ccccc21	6	-3.1	1	-7	-1.4	-5	99	-1.6	19	14	3.7
CN1CCN(c2nc(-c3ccccn3)nc3ccccc23)CC1	-12	-2.1	-2	-7	0.5	7	109	-1.1	5	12	0.2
COc1ccc(C2c3ccc4ccccc4c3Oc3ncn(CCN4CCOCC4)c(=N)c32)cc1OC (centres undefined)	-9	-1.2	-9	5	-0.1	-6	x	-2.6	14	6	-0.9
O=C(c1cccc(N2C(=O)C3CC=CCC3C2=O)c1)N1CCCc2ccccc21 (centres undefined)	x	-2.2	39	1	4.2	1	102	2.1	-17	10	1.4
COC(=O)c1c(NS(=O)(=O)c2ccccc2)csc1C	-7	-3.3	-4	0	4.3	-7	118	0.2	4	17	-0.5
Cc1cc(C)nc(N(C#N)CC(=O)Nc2ccccc2)n1	7	-0.7	-15	-5	5.3	-7	103	0.0	22	3	2.2
COc1ccc(OC)c(NC(=O)COC(=O)c2ccc(OC)c(S(=O)(=O)N3CCCC3)c2)c1	-2	-2.5	-5	8	0.5	-7	99	-0.3	x	10	0.4
O=[N+]([O-])c1cc(C(F)(F)F)ccc1NCC1CCCO1 (centres undefined)	6	0.2	5	-4	-0.2	9	120	1.6	23	-1	2.8
CC(=O)N1CCN(C(=S)NCc2ccccc2)CC1	7	-0.9	13	-8	1.5	0	129	-1.6	11	5	2.8
Cc1ccc(C2=NCCn3nc4cc(C(F)(F)F)ccc4c32)cc1	-15	-1.0	-2	9	2.8	-7	103	-1.7	0	6	2.7
Cc1ccc(C(=O)NC2CC3CCC(C2)N3C)cc1 (centres undefined)	7	-0.4	13	-7	0.9	6	94	1.2	-24	2	1.5
CC(C)CCC(O)(CCC(C)C)C(=O)NNc1ccccc1	-5	0.1	7	-5	2.0	2	99	-0.2	-23	0	2.6
N#Cc1cc(-c2ccccc2)[nH]c1-c1nccc2ccccc12	-10	1.3	-6	-5	-0.4	0	109	-0.9	-30	-6	-0.9
Cc1cnnc2c1-c1nonc1CC2	1	-1.1	3	0	2.1	9	91	-1.0	x	6	0.6
O=C(Nc1ccc(S(=O)(=O)Nc2ncccn2)cc1)c1cccc(Br)c1	-1	-1.5	-18	-9	2.4	8	107	x	-3	8	x
Cc1ccc(S(=O)(=O)N(C)c2ccc(OC(=O)c3ccc(N4CCCC4=O)cc3)cc2)cc1	351	0.3	45	2	1.3	6	98	-2.2	7	-2	-3.3
(list continues)
SMILES	SUMO Mot1 rescue	MOR-DOR ag	Arr AP2 block	Tat transport	phage Ecoli inh	PKA-R1A activ	DSG3 Ab inh	Ecoli viability	PfHsp90 yeast 2	MOR-DOR inv ag	AddAB inh
Cc1cc(C)c(S(=O)(=O)N(CC(=O)O)C2CCCCC2)c(C)c1	-4	-0.6	-1	5	2.9	-12	86	-2.1	8	4	-1.9
O=C(Cc1ccc(-c2ccccc2)cc1)NC(c1ccccc1)c1ccccc1	-3	2.9	-3	-6	0.3	-5	100	0.0	-21	-16	4.5
CCCN(C(=O)c1c(CC)noc1C)c1c(N)n(Cc2ccccc2)c(=O)[nH]c1=O	194	-2.4	-8	-3	2.7	-4	104	1.3	x	13	1.3
CC(=O)c1csc(COc2ccccc2)n1	13	-3.0	-12	-5	1.3	-14	110	-0.7	-10	16	5.9
CC(=O)c1ccc(NC(=O)N2C3CCC2CC(O)(c2cccnc2)C3)cc1 (centres undefined)	1	-1.8	-6	-5	0.0	-3	116	-2.5	x	9	4.3
CCCn1cnc2c(=O)oc3ccccc3c21	5	-0.8	19	-6	2.2	11	94	0.1	5	5	1.3
COc1ccccc1C(C[N+](=O)[O-])c1c(N)n(C)c(=O)n(C)c1=O (centres undefined)	594*	x	-1	x	0.5	x	101	-4.3	x	x	2.8
Cc1nn(CC(=O)Nc2ccc(Cl)c(S(=O)(=O)N(C)C)c2)c(C)c1[N+](=O)[O-]	-6	-0.4	8	-4	2.3	-11	x	1.7	-24	2	2.5
COCCNC(=O)c1cnn2c(C(F)F)cc(-c3ccccc3)nc12	-8	-4.8	19	-1	2.6	-2	108	-3.2	34	22	0.9
CCC1CCCCN1C(=O)COC(=O)COc1ccc(Br)cc1 (centres undefined)	16	-1.0	29	5	2.6	0	99	2.2	x	4	4.3
Cc1cc(C)c2cc(C(=O)N3CCC(Cc4ccccc4)CC3)[nH]c2c1	-5	0.4	-8	2	3.1	-7	111	2.8	-5	-2	1.7
Cc1cccc(C2CN(C)CCc3c2cc(O)c(O)c3Cl)c1 (centres undefined)	1	0.5	1	2	2.7	1	100	-1.2	2	-3	-0.4
O=C(NCc1ccc(F)cc1)C(=O)NCC(c1ccco1)N1CCOCC1 (centres undefined)	-23	-1.9	4	-1	1.5	9	99	-1.6	-19	10	0.0
CCOc1ccc(C(C)=O)cc1CN1C(=O)NC2(CCCCCC2)C1=O	10	-1.4	-3	-6	5.1	-9	106	0.2	3	8	1.6
Cc1cc(N2CCN(C)CC2)nc2ccc(NC(=O)c3ccc4c(c3)OCO4)cc12	69	0.4	0	-6	-0.8	-6	100	-2.5	32	-2	2.9
COc1ccccc1-c1nnc(NC(=O)OCC(C)C)s1	-7	-1.2	-5	4	0.6	1	101	-2.1	9	5	0.5
COCCNC(=O)[C@@]1(Cc2ccccc2)C=C[C@@H](C)N1C(C)=O	10	0.7	11	-4	-1.4	-1	97	2.4	-5	-4	2.0
O=C(NC1CCN(Cc2ccccc2)CC1)c1cc(S(=O)(=O)N2CCOCC2)ccc1Cl	x	-0.7	23	10	1.1	0	112	x	x	3	x
S=C(NCC(c1ccco1)N1CCCC1)Nc1ccccc1 (centres undefined)	1	-2.4	-24	2	4.1	-18	108	3.5	-2	13	-0.8
C/C(CC(=O)Nc1ccc(C)c(Cl)c1)=N\NC(=O)Cc1cnc(N)s1	x	-0.8	21	-10	3.8	-2	98	2.4	-1	4	0.8
O=C(Cc1ccc(Cl)cc1)NNC(=O)C1CC=CCC1C(=O)O (centres undefined)	12	-1.7	37	-3	0.9	-7	x	-2.7	x	10	0.9
Cc1ccc(NC(=O)COC(=O)CN2C(=O)C3CCCCC3C2=O)cc1S(=O)(=O)N1CCOCC1 (centres undefined)	0	-0.3	9	-12	0.3	-11	107	3.1	0	2	3.7
O=C(CC(=O)N/N=C/c1c(F)cccc1Cl)NCCc1ccccc1	14	-0.2	19	7	1.0	-2	111	-2.5	30	1	0.8
CCOC(=O)N1CCN(C(=O)c2ccc3nc(-c4ccccc4)c(-c4ccccc4)nc3c2)CC1	-8	-1.2	46	7	0.2	-7	100	-1.0	0	6	1.5
Cc1cc(S(=O)(=O)N2CCN=C2c2ccccc2)ccc1F	-10	-2.7	21	-11	0.6	-19	101	-1.2	-10	14	-0.2
Continuation:
SMILES	SUMO Mot1 rescue	MOR-DOR ag	Arr AP2 block	Tat transport	phage Ecoli inh	PKA-R1A activ	DSG3 Ab inh	Ecoli viability	PfHsp90 yeast 2	MOR-DOR inv ag	AddAB inh
C=CCN1C(=O)c2ccccc2Sc2ccc(C(=O)NCC(OC)OC)cc21	-11	-2.0	-7	-6	0.2	-10	99	2.1	3	10	2.5
C=CCn1c(SCC(=O)c2cccs2)nc2sc(C)cc2c1=O	-12	-1.9	0	0	3.5	6	94	-0.4	x	11	-0.8
Cc1nc2ccccc2nc1Nc1cccc(Cl)c1	14	-0.5	34	2	3.0	-8	95	-1.4	-59	2	0.6
COc1ccccc1C(=O)OCC(=O)NC(C)CCc1ccccc1 (centres undefined)	-2	-4.3	-7	-2	0.5	-6	93	1.0	-5	19	0.5
CC(=O)N1CCn2c3c(c(=O)c4cc(C)ccc42)CCC31 (centres undefined)	-6	-2.9	-5	0	1.8	-6	106	-0.7	1	17	-1.0
O=S(=O)(NC1CCCCC1N1CCN(c2ccccc2F)CC1)c1ccccc1 (centres undefined)	-12	2.5	37	-2	0.9	5	x	2.8	-5	-13	0.4
CC(NC(=O)c1ccc2c(=O)n3c(nc2c1)CCC3)c1ccc(S(N)(=O)=O)cc1 (centres undefined)	11	0.0	-2	-4	2.1	-11	98	-0.2	x	0	1.2
O=C(OCCN1CCCCC1)c1ccc(O)cc1	-17	-1.7	-13	-4	3.2	1	105	-1.3	21	9	0.7
